# Screens from PubChem BioAssay.
# mIAP inh = inhibitors of mouse IAP, primary screen, biochemical, luminescence, uHTS. intestinal alkaline phosphatase [Mus musculus]. purified mouse IAP, CDP-Star luminescence, 30 min. inhibition, % at 10 µM. 330,000 tested, 0.2% active;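 active means inhibition of at least 40% at 10 µM in the primary screen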;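 further: plate controls were DMSO with enzyme for no effect and no enzyme wells for full effect; values of inactives mirror those of a sister screen read the other way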
# MIN6 prolif = inducers of MIN6 beta-cell proliferation, primary screen, ATP luminescence, uHTS; 330,000 tested, 0.29% active; proliferation, % at 10 µM; MIN6 cells proliferation, ATPlite luminescence, 48 h; cells starved in 0.2% serum; 100% = growth in 10% serum;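 active means compounds whose signal lies at least 3.5 SD above the mean of all wells on their plate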;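 further: 0% = DMSO-treated cells in low-serum medium and 100% = 10% serum control; some compounds called inactive have numbers as strong as hits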
# A3A deaminase = APOBEC3A ssDNA deaminase inhibitors, primary screen, selectivity assay for APOBEC3G inhibitor project, biochemical, FAM/TAMRA oligo cleavage fluorescence. DNA dC->dU-editing enzyme APOBEC-3A (Homo sapiens), P31941. recombinant A3A, FAM/TAMRA ssDNA deamination fluorescence. inhibition, % at 20 µM. 330,000 tested, 0.41% active. AID 493011, 2011;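 active means at least 40% inhibition at 20 µM here, with at most 30% in a related deaminase screen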;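 further: plate controls were A3A with DMSO for no effect and wells lacking A3A enzyme for full effect; some results filed as inactive read as strong as hits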
# Target sequence (P31941 whole entry, looked up): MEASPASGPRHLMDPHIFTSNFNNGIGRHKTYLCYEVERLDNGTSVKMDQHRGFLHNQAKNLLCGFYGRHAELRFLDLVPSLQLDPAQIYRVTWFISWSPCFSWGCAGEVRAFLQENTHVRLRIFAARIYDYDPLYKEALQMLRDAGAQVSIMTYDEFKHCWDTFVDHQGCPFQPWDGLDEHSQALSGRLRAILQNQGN
# MPTP inh = mitochondrial permeability transition pore inhibitors, primary screen, biochemical, isolated mouse mitochondria, absorbance | Ca2+ swelling absorbance, 30 min | inhibition, % at 10 µM | 360,000 tested, 1.4% active;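 active means inhibition of 50% or more, scaled per plate between neutral and stimulator controls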;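 further: 0% = DMSO wells given calcium and 100% = 1 mM EGTA wells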
# hIAP block = human IAP inhibitors, primary screen, biochemical, luminescence, uHTS. purified IAP, CDP-Star luminescence, 30 min. Intestinal-type alkaline phosphatase (Homo sapiens), P09923. 330,000 tested, 0.12% active. AID 2544, 2010. inhibition, % at 10 µM;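 active means inhibition reaching a set limit with compound at 10 µM in the primary screen, cut at about 35% in these data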;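 further: plate controls were DMSO wells with enzyme for no effect and no-enzyme buffer wells for full effect; values of inactives mirror those of a sister screen read the other way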
# Target sequence (P09923 whole entry, looked up): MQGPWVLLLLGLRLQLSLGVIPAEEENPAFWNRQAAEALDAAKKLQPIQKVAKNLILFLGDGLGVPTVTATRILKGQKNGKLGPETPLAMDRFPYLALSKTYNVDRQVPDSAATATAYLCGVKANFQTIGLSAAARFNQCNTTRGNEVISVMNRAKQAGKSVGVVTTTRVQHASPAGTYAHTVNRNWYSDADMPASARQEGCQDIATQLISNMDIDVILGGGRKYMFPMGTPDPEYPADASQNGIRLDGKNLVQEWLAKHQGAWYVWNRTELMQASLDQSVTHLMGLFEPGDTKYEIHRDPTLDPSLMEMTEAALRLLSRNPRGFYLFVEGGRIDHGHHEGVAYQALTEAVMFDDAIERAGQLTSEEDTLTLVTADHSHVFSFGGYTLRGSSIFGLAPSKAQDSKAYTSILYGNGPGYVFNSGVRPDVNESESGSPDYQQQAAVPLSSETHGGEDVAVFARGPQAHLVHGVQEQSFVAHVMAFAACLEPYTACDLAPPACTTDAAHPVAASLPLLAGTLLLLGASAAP
# mIAP activ = activators of mouse IAP, primary screen, biochemical, luminescence, uHTS. 330,000 tested, 0.24% active. intestinal alkaline phosphatase [Mus musculus]. muIAP, CDP-Star luminescence, 30 min; hits give high values; 1 = vehicle-only enzyme signal, 0 = enzyme-free wells. activation factor at 10 µM. AID 2805, 2010;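 active means activation factor of at least 2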; further: the source names both 10 and 20 µM as test concentration; values of inactives mirror those of a sister screen read the other way
#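 Assay system: mouse IAP enzyme; Reagent: CDP-Star chemiluminescent phosphatase substrate; Compound: DMSO-dissolved test compounds; Incubation: 30 min, room temperature; Technique: luminescence from enzymatic CDP-Star hydrolysis; Controls: DMSO-only wells and no-enzyme negative control.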
# hIAP activ = human IAP activators, primary screen, biochemical, luminescence, uHTS. 330,000 tested, 0.16% active. AID 2524, 2010. purified human IAP, CDP-Star luminescence, 30 min; hits give high values; 1 = vehicle-only enzyme, 0 = enzyme-free background. activation factor at 10 µM;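 active means activation factor of the enzyme at least 2-fold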; further: the source names both 10 and 20 µM as test concentration; values of inactives mirror those of a sister screen read the other way
# APOBEC3G inh = APOBEC3G DNA deaminase inhibitors, primary screen, biochemical, fluorescence, single-stranded DNA substrate, uHTS; DNA dC->dU-editing enzyme APOBEC-3G (Homo sapiens), Q9HC16; recombinant A3G, ssDNA deamination FAM/TAMRA fluorescence; inhibition, % at 20 µM; 330,000 tested, 0.28% active; AID 493012, 2011;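 active means inhibition of at least 40% at 20 µM, with no more than 30% in the related APOBEC3A deaminase screen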;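 further: plate controls were DMSO wells with A3G for no effect and wells lacking A3G enzyme for full effect; some compounds called inactive have numbers as strong as hits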
# GRIN3A LBD mod = binders of NR3A ligand-binding domain, primary screen, biophysical, differential scanning fluorimetry, uHTS | Glutamate receptor ionotropic, NMDA 3A (GRIN3A) ligand-binding domain | NR3A LBD differential scanning fluorimetry, Tm shift; 0% = protein alone, 100% = glycine-bound protein | Tm shift relative to glycine control, % at 25 µM | 340,000 tested, 2.5% active | AID 1259313, 2017;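 active means melting temperature shift of at least 10% of the positive control shift, at one fixed dose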
# Starred values were filed as active, the others as inactive; . = no result given.
molecule	mIAP inh	MIN6 prolif	A3A deaminase	MPTP inh	hIAP block	mIAP activ	hIAP activ	APOBEC3G inh	GRIN3A LBD mod
O=C(O)c1ccc(N2CC3CC(C2)c2cccc(=O)n2C3)c(NS(=O)(=O)c2cccc(C(F)(F)F)c2)c1 (stereo unspecified)	0	-1	-4	0.2	-2	1	1	-9	-5
Cc1ccc(C(=O)COC(=O)COc2ccccc2C)cc1	-2	1	0	1.3	5	1	0.95	14	2
N#Cc1c(-c2ccc3c(c2)OCO3)csc1N	10	-3	-2	-0.4	4	0.9	0.96	-5	-1
COCCCNC(=O)CCc1c(C)nc2c(-c3ccc(F)cc3)c(C)nn2c1C	-10	-1	-2	1.8	-24	1.1	1.2	-2	-1
Cc1ccc(C)c2c1[nH]c1ccc([N+](=O)[O-])cc12	12	-3	-3	81*	6	0.88	0.94	-2	35*
O=C1C2C(C(=O)N1/N=C/c1cccc([N+](=O)[O-])c1)C1C=CC2C12CC2 (stereo unspecified)	3	-5	2	0.6	-2	0.97	1	-1	-3
COCCNC(=O)C1CCC(CNS(=O)(=O)c2ccccc2)CC1 (stereo unspecified)	5	-2	-2	0.5	11	0.95	0.89	-7	2
Cc1cccc(NNC(=O)C(=O)NNc2cccc(C)c2)c1	0	0	-1	0.5	-10	1	1.1	0	1
CCOc1ccc(CNc2ccc(CNc3ncn[nH]3)cc2)cc1	-4	-2	-9	-1.1	-30	1	1.3	-5	0
CN(C)C(=O)Cn1nc(-c2ccccc2)c2ccccc2c1=O	2	-2	-1	1.0	11	0.98	0.89	4	2
CC(C)Cn1c(CN2CCN(c3ccccc3F)CC2)nc2c1c(=O)[nH]c(=O)n2C	-5	1	-4	0.3	-14	1	1.1	-12	-1
CCOC(=O)C[C@H]1c2ccccc2S(=O)(=O)N1C1CC1	-1	0	-4	0.7	12	1	0.89	-12	4
Cc1ccc(S(=O)(=O)N2[C@@H](c3ccc(Br)cc3)C(C(=O)O)=C[C@H]2C(C)(C)C)cc1	11	-4	-3	3.4	-4	0.89	1	-2	-2
CCS(=O)(=O)c1ccc2c(c1)N(S(C)(=O)=O)CC(C(=O)NN)O2 (stereo unspecified)	-4	0	-3	-0.9	-7	1	1.1	-6	0
O=C(COC(=O)c1cnccn1)NCCc1ccccc1	-9	4	1	0.7	-5	1.1	1.1	-1	3
CC(C)n1nc(C(=O)OCC(=O)c2c[nH]c3ccccc23)c2ccccc2c1=O	4	-2	1	3.0	17	0.95	0.83	-3	7
COc1cc(CCC(=O)OCC(=O)N(CC(C)C)C2CCS(=O)(=O)C2)cc(OC)c1OC (stereo unspecified)	3	-4	1	-0.2	1	0.97	0.99	-8	2
COc1ccc(NC(=O)CNC(=O)Cc2ccccc2)cc1	6	0	1	-2.1	-2	0.94	1	-6	1
COc1cc(NC(=O)Cc2ccccc2)cc(OC)c1	-6	0	1	-0.4	16	1.1	0.84	0	-1
CCCc1nn2c(=O)cc(CSCC(=O)Nc3cccc(OC)c3)nc2s1	0	-5	-5	0.2	-17	1	1.2	-4	-2
Clc1ccc(-c2nc3ccccn3c2CN2CCCCC2)cc1	-6	0	-2	-0.5	2	1.1	0.98	-11	1
COCC(C)NC(C(=O)Nc1cccc(C(C)=O)c1)c1ccccc1 (stereo unspecified)	1	1	6	2.1	-5	0.99	1	3	-1
Cc1cc(=O)[nH]c(SCC(=O)Nc2ccc(C)c(S(=O)(=O)N3CCCCC3)c2)n1	0	-4	0	1.7	-5	1	1.1	-4	0
COc1ccc(S(=O)(=O)N2CCOCC2)cc1NC(=O)CN(C)CC(=O)Nc1cccc(F)c1	-5	-2	-2	-2.0	-24	1.1	1.2	-8	0
CC(C)n1c(SCC(=O)N2CCCCC2)nc2c1c(=O)n(C)c(=O)n2C	4	1	-1	-1.2	-4	0.96	1	-4	-1
COc1ccc(N=CC2=C(Nc3ccc(OC)cc3)c3c(C)nn(-c4ccccn4)c3CC2)cc1	16	-6	-7	.	-17	0.84	1.2	-12	.
CCOC(=O)c1ccc(S(=O)(=O)NNC(=O)c2ccc3c(c2)nc(C)n3CC)cc1	3	-3	0	-1.9	-2	0.97	1	-10	-4
O=C(COC(=O)C12CC3CC(CC(C3)C1)C2)NNC(=O)c1ccccc1	-9	-2	-5	-1.5	-29	1.1	1.3	-8	1
CC(=O)Nc1ccc(NC(=O)[C@@H](NC(=O)N2C[C@H]3C[C@@H](C2)c2cccc(=O)n2C3)C(C)C)cc1	8	-2	-2	-0.3	12	0.92	0.89	0	-1
COc1ccc(OC)c(C2NC(=S)NC3=C2N2CCC3CC2)c1 (stereo unspecified)	-11	2	-1	-0.7	8	1.1	0.92	-17	-3
O=C(CSc1nnc(-c2ccccc2)n1Cc1ccco1)NCc1ccc2c(c1)OCO2	1	5	1	-0.2	2	0.99	0.98	-1	-1
CCC1CCc2sc(C(=O)NCC(c3ccc(OC)cc3)N3CCOCC3)cc2C1 (stereo unspecified)	-17	-8	0	0.4	6	1.2	0.94	-2	-4
CCOc1ccc(C(=O)N/N=C(/C)C2C(=O)c3ccccc3C2=O)cc1	25	-2	-3	40	-19	0.75	1.2	-1	-1
CN(C)S(=O)(=O)c1cccc(NC(=O)COC(=O)c2ccc([N+](=O)[O-])o2)c1	-8	0	-4	1.5	15	1.1	0.85	-5	-4
Cc1ccccc1-c1cc(C(=O)O)n(CC2CC(c3cccnc3)=NO2)n1 (stereo unspecified)	-3	-2	0	-0.8	13	1	0.87	-2	1
Cc1nnc(SCC2=C(C(=O)O)N3C(=O)C(NC(=O)Cn4nc(C(F)F)cc4C)C3SC2)s1 (stereo unspecified)	16	1	10	0.3	7	0.84	0.93	2	0
CN(C)CCN(C(=O)c1ccc2ccccc2c1)c1nc2c(F)cccc2s1	5	-2	-3	1.1	22	0.95	0.78	-3	3
COc1ccc2c(c1)OC(=O)CC2c1ccccc1OC (stereo unspecified)	-5	.	2	-0.5	.	1.1	.	0	3
COc1ccc(CCN2CC(C(=O)N(C)CC(=O)Nc3cccc(F)c3)CC2=O)cc1OC (stereo unspecified)	-4	4	1	1.9	19	1	0.81	4	-1
CCc1onc(C)c1C(=O)Nc1ccc2c(c1)OCO2	2	-1	1	-2.2	2	0.97	0.98	-5	2
O=C(Cc1ccccc1)NCc1nc2ccccc2[nH]1	0	0	0	-0.3	1	1	0.99	2	-1
O=C(NCc1ccccn1)C1CCN(S(=O)(=O)c2cc(Cl)ccc2Cl)CC1	-1	0	0	-3.2	8	1	0.92	-6	0
CNS(=O)(=O)c1cccc(C(=O)OCC(=O)N(CCC#N)c2ccccc2)c1	5	1	1	-5.1	0	0.95	1	-8	1
CCCc1cc(=O)oc2cc(OCC(=O)Nc3ccc(CN4CCOCC4)cc3)c(Cl)cc12	3	-1	-3	-0.8	-7	0.97	1.1	-6	-3
CC1CC2(CCCC2)Nc2ccc(F)cc21 (stereo unspecified)	2	-2	-2	1.1	14	0.98	0.86	-5	-1
O=c1[nH]cnc2scc(-c3cccs3)c12	4	0	-4	0.1	-1	0.95	1	-4	0
CCCNc1c(NC(=O)c2ccc3c(c2)OCO3)c(=O)oc2ccccc12	-2	1	1	-2.0	5	1	0.95	-3	-1
CS(=O)(=O)N1CCCC(C(=O)NC2CCCCCCC2)C1 (stereo unspecified)	10	-3	0	-0.2	18	0.9	0.82	0	0
Cc1ccc(NC(=O)c2ccc(NCCCN3CCOCC3)c([N+](=O)[O-])c2)cc1Cl	9	0	-1	-0.1	-7	0.91	1.1	-4	-7
O=S(=O)(c1cc(Cl)ccc1Cl)N1CCN(Cc2ccc3c(c2)OCO3)CC1	16	-1	2	0.6	8	0.84	0.92	6	-2

# Compounds listed so far that contain an aryl methoxy group:
molecule	mIAP inh	MIN6 prolif	A3A deaminase	MPTP inh	hIAP block	mIAP activ	hIAP activ	APOBEC3G inh	GRIN3A LBD mod
COc1cc(CCC(=O)OCC(=O)N(CC(C)C)C2CCS(=O)(=O)C2)cc(OC)c1OC (stereo unspecified)	3	-4	1	-0.2	1	0.97	0.99	-8	2
COc1ccc(NC(=O)CNC(=O)Cc2ccccc2)cc1	6	0	1	-2.1	-2	0.94	1	-6	1
COc1cc(NC(=O)Cc2ccccc2)cc(OC)c1	-6	0	1	-0.4	16	1.1	0.84	0	-1
CCCc1nn2c(=O)cc(CSCC(=O)Nc3cccc(OC)c3)nc2s1	0	-5	-5	0.2	-17	1	1.2	-4	-2
COc1ccc(S(=O)(=O)N2CCOCC2)cc1NC(=O)CN(C)CC(=O)Nc1cccc(F)c1	-5	-2	-2	-2.0	-24	1.1	1.2	-8	0
COc1ccc(N=CC2=C(Nc3ccc(OC)cc3)c3c(C)nn(-c4ccccn4)c3CC2)cc1	16	-6	-7	.	-17	0.84	1.2	-12	.
COc1ccc(OC)c(C2NC(=S)NC3=C2N2CCC3CC2)c1 (stereo unspecified)	-11	2	-1	-0.7	8	1.1	0.92	-17	-3
CCC1CCc2sc(C(=O)NCC(c3ccc(OC)cc3)N3CCOCC3)cc2C1 (stereo unspecified)	-17	-8	0	0.4	6	1.2	0.94	-2	-4
COc1ccc2c(c1)OC(=O)CC2c1ccccc1OC (stereo unspecified)	-5	.	2	-0.5	.	1.1	.	0	3
COc1ccc(CCN2CC(C(=O)N(C)CC(=O)Nc3cccc(F)c3)CC2=O)cc1OC (stereo unspecified)	-4	4	1	1.9	19	1	0.81	4	-1

# Going on with the list:
molecule	mIAP inh	MIN6 prolif	A3A deaminase	MPTP inh	hIAP block	mIAP activ	hIAP activ	APOBEC3G inh	GRIN3A LBD mod
CC1=NN(Cc2ccccc2)C(=O)C1	9	-3	-1	0.7	-6	0.91	1.1	2	-6
c1csc(-c2nc(N3CCOCC3)c3ccccc3n2)c1	4	1	0	1.2	16	0.96	0.84	-3	1
O=C(CCSc1ccc(Cl)cc1)N1CCN(c2ncccn2)CC1	0	3	5	-3.1	4	1	0.96	1	0
C=CCNC(=O)c1ccc(N(CC=C)S(C)(=O)=O)cc1	-10	-2	1	-2.7	-4	1.1	1	-1	-1
O=C(CCCOc1ccc(Cl)cc1Cl)Nc1nnc(C2CC2)s1	7	-4	-1	-0.4	-8	0.93	1.1	-5	-3
C=C(C)COc1ccc(-c2nc(N)ncc2Oc2ccccc2OCC)c(O)c1	4	-4	-3	2.0	-20	0.96	1.2	-4	-10
